M. tuberculosis HTS – M. tuberculosis growth inhibition, HTS (AID 449762); inhibition, % at 25 µM, or IC50 in µM where a hit was titrated; M. tuberculosis H37Rv growth inhibition, 7H9 media; higher % means a stronger effect; hit rate 0.59% among 330,000; in the data active = a potency from the dose series; inconclusive = inhibition above about 70% without an active follow-up result;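 also: bacterial growth assessed after seven days of incubation; strong numbers were not always called active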
tuberculosis growth – growth inhibition of non-replicating M. tuberculosis (AID 488890); Mycobacterium tuberculosis non-replicating, growth inhibition; higher % means a stronger effect; one-dose inhibition, % at 25 µM; IC50 in µM for titrated hits; hit rate 0.39% among 320,000; in the data active = a potency from the dose series; inconclusive = inhibition mostly from about 82% at the one dose, without a potency; inactive = the rest, 99 in 100 with inhibition below about 76%;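 also: plate controls were DMSO cells for no effect and high antibiotic wells for full effect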
inhibitors of VEEV – inhibitors of VEEV TC-83 cytopathic effect, confirmation, Vero cells (AID 588727); inhibition, % at 20 µM; hits with a dose series show IC50 in µM; hit rate 0.13% among 350,000; Vero cells, VEEV TC-83 cytopathic effect inhibition; higher % means a stronger effect; in the data active = a potency from the dose series; inconclusive = inhibition mostly from about 14% at the one dose, without a potency; inactive = the rest, 99 in 100 with inhibition below about 12%; also: strong numbers were not always called active
Salmonella PhoP GFP – PhoP regulon inhibitors, Salmonella typhi PhoP promoter GFP reporter, confirmatory (AID 1850). one-dose inhibition, % at 50 µM; IC50 in µM for titrated hits. Salmonella Typhi PhoP-promoter GFP reporter, fluorescence, 4 h; higher % means a stronger effect. hit rate 0.33% among 310,000; in the data active = a potency from the dose series; inconclusive = inhibition mostly from about 25% at the one dose, without a potency; inactive = the rest, 99 in 100 with inhibition below about 19%;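 also: 0% = induced wells with vehicle and 100% = uninduced wells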
influenza NS1A – NS1A inhibition, H1N1 influenza, cell based functional assay (AID 504329); NS1A functional cell-based assay, percent inhibition; higher % means a stronger effect; one-dose inhibition, % at 12.5 µM; IC50 in µM for titrated hits; hit rate 0.3% among 340,000; in the data active = a potency from the dose series; inconclusive = inhibition above about 27% without an active follow-up result; also: strong numbers were not always called active
inhibitors of VEEV 10K pilot screen – second read-out of inhibitors of VEEV, no call of its own (marks repeat the call); inhibition, %; measured here: 10K pilot screen inhibition
Numbers without * were called inactive; i = inactive; ? = inconclusive; · = not tested or not shown.

SMILES	M. tuberculosis HTS	tuberculosis growth	inhibitors of VEEV	Salmonella PhoP GFP	influenza NS1A	others
CC1(C)CC(=O)C2=C(C1)Nc1[nH]c(=S)[nH]c(=O)c1C2c1ccccc1 (configuration not stated)	2%	-2%	0.1%	-21%	3%
COC(=O)[C@H]1[C@H]2C[C@@H]3c4[nH]c5cc(OC)ccc5c4CCN3C[C@H]2C[C@@H](OC(=O)c2ccc(N)cc2)[C@@H]1OC	?	66%	3.0%	3%	-20%
CCCCn1c(SCC(=O)NCCc2ccc(OC)c(OC)c2)nc2c1c(=O)n(C)c(=O)n2C	-3%	7%	1.2%	1%	0%
CCOc1ccc(S(=O)(=O)N2CCN(C3CC(=O)N(c4cccc(C(C)=O)c4)C3=O)CC2)cc1 (configuration not stated)	·	·	4.0%	·	-6%
CCOc1ccc(NC(=S)N(CC)Cc2ccccc2)cc1	9%	19%	·	5%	·
CC(C)NC(=O)Nc1cccc2c1O[C@H](CN(C)S(=O)(=O)c1ccc(F)cc1)[C@@H](C)CN([C@H](C)CO)C2=O	5%	-5%	1.1%	·	3%
O=C1CCCC/C1=C/Nc1ccc2c(c1)OCO2	59%	9%	3.2%	4%	-1%
CCn1c(SCC(=O)Nc2ccc(Br)cn2)nnc1C1CC1	-1%	-7%	1.6%	-2%	0%
Cc1ccc(NNC2CC(=O)N(c3cccc(Cl)c3)C2=O)cc1 (configuration not stated)	·	·	5.8%	·	-1%
Clc1ccc(-c2cc(COc3ccccc3)on2)cc1	10%	31%	0.3%	-8%	-8%
CCCCNC(=S)N/N=C1\C(=O)c2cccc3cccc1c23	-14%	5%	4.9%	-13%	-1%	inhibitors of VEEV 10K pilot screen=0.8
CN(C)c1nc(NC(C)(C)C)nc(SCC(=O)Nc2ccccc2)n1	6%	33%	5.6%	3%	2%
Cc1nc(Nc2cccc(Cl)c2)c2oc3ccccc3c2n1	?	55%	5.3%	-2%	1%
Cc1c(NC2(C#N)CCCCC2)c(=O)n(-c2ccccc2)n1C	-9%	-17%	i	1%	-13%
Cn1nc(C(=O)N2CCN(c3cccc(Cl)c3)CC2)c2c1-c1ccccc1S(=O)(=O)C2	5%	19%	10%	2%	-6%
CC(C)NC(=O)C(=O)NCC(c1ccc2c(c1)OCO2)N1CCOCC1 (configuration not stated)	0%	3%	0.9%	2%	0%
O=C1CC(c2ccccc2)n2nc(N3C(=O)CCC3=O)nc2N1 (configuration not stated)	-7%	-6%	i	12%	22%
COCCOC(=O)c1c(NC(=O)CN2CCCc3ccccc32)sc(C(N)=O)c1C	-1%	·	9.1%	-10%	-6%
CCN1CC(CN(C)Cc2nc(COc3ccccc3)no2)CC1=O (configuration not stated)	3%	9%	1.4%	5%	-22%
Cc1ccc(SCC(=O)Nc2ccc(S(=O)(=O)Nc3nccs3)cc2)cc1	55%	?	i	2%	12%
COc1ccc2c(c1)NP(=S)(c1ccccc1)N2C (configuration not stated)	·	·	1.8%	·	4%
CN(C)S(=O)(=O)Oc1ccsc1C(=O)Nc1ccc(C(F)(F)F)cc1	14%	1%	i	-5%	-8%
COC(=O)COc1cccc2c(=O)n(CC(=O)NCc3ccc(F)cc3)ccc12	6%	-10%	4.7%	8%	24%	inhibitors of VEEV 10K pilot screen=7.6
Cc1noc(C)c1S(=O)(=O)Nc1ccc2c(c1)C(=O)N([C@H](C)CO)C[C@H](C)[C@@H](CN(C)S(=O)(=O)c1ccc(F)cc1)O2	6%	49%	1.7%	·	0%
CCN(CC(=O)Nc1ccc(OC)c(OC)c1)CC(=O)Nc1ccccc1C(F)(F)F	15%	23%	4.1%	1%	-21%

The final two entries of the section above are carried over, then new ones follow.
SMILES	M. tuberculosis HTS	tuberculosis growth	inhibitors of VEEV	Salmonella PhoP GFP	influenza NS1A	others
Cc1noc(C)c1S(=O)(=O)Nc1ccc2c(c1)C(=O)N([C@H](C)CO)C[C@H](C)[C@@H](CN(C)S(=O)(=O)c1ccc(F)cc1)O2	6%	49%	1.7%	·	0%
CCN(CC(=O)Nc1ccc(OC)c(OC)c1)CC(=O)Nc1ccccc1C(F)(F)F	15%	23%	4.1%	1%	-21%
Cc1nc(N2CCN(Cc3ccc(Cl)cc3)CC2)c2oc3ccccc3c2n1	?	31%	i	4%	1%
Cc1cccc(C(=O)NC2CCN(S(=O)(=O)c3ccccc3F)CC2)c1	-12%	5%	0.1%	-5%	-1%
CCOC(=O)/C(C#N)=C/Nc1ccccc1NS(=O)(=O)c1cccc(C(C)=O)c1	-1%	37%	1.1%	-3%	-10%
Cc1cc2c(N=O)c(NO)ccc2[nH]1	10µM*	?	6.2%	?	14%
O=C(NCc1ccc2c(c1)OCO2)c1cccc(S(=O)(=O)N2CCCCC2)c1	-1%	5%	0.6%	6%	0%
Cc1ccc(N=C(NO)c2nonc2N)cc1	-5%	9%	0.0%	-1%	-4%
CC(C)c1ccc(NC(=O)COC(=O)/C=C/c2cccc([N+](=O)[O-])c2)cc1	46%	55%	1.4%	-12%	1%
COc1cc(C(=O)N2CCN(c3cccc(C)c3C)CC2)cc(OC)c1OC	1%	13%	6.0%	-4%	1%
COc1ccccc1CN1C[C@@H]2C[C@@H](c3ccc(C)c(C)c3)N3CCC[C@@]23C1=O	-2%	42%	0.2%	9%	5%
COc1ccc(Cc2nc(-c3ccc(Cl)cc3)no2)cc1	6%	38%	5.1%	9%	-4%
CC1(C)C(=O)OC(c2c3ccccc3cc3ccccc23)C(C)(C)C1=O (configuration not stated)	3%	31%	3.0%	7%	-15%
Cc1cccc(CN2C[C@]34C=C[C@@H](C[C@@H]3S2(=O)=O)O4)c1	7%	-5%	2.0%	-5%	-22%
COc1ccc(/C=N/N=C2/NC(=O)CC(C(=O)O)S2)cc1 (configuration not stated)	4%	-13%	2.0%	2%	-8%
OCCCc1cn(-c2ccccc2)c2ccccc12	-1%	-14%	1.3%	7%	-1%
CC(=O)Nc1ccc(OCC(O)CN2CCN(c3ccccc3Cl)CC2)cc1 (configuration not stated)	5%	13%	1.5%	-3%	0%
CCN1C(=O)CC(C(=O)NCCc2ccc(S(N)(=O)=O)cc2)SC1=Nc1ccc(OC)cc1 (configuration not stated)	-6%	-6%	5.1%	-6%	-1%
COc1cc(C(=O)O)cc(Br)c1OC1CCCC1	5%	31%	i	4%	-10%
CCOP(=O)(OCC)c1nc(-c2ccc(Cl)cc2Cl)oc1N1CCOCC1	-3%	0%	1.6%	-1%	-10%
CC(C)OCCCNC(=S)NNC(=O)C(c1ccccc1)c1ccccc1	1%	-20%	1.8%	10%	-3%
Nn1c(SCC(=O)NC2CCCCC2)nnc1-c1ccccc1F	0%	·	0.9%	·	-8%
O=C1c2nc3cc(-c4ccco4)[nH]n3c(=O)c2CN1C1CCCCC1	-6%	12%	8.5%	-3%	·
CC(=O)OC1CCC2(C)C(CCC3C4CC(N5CC5)C(C(C)=O)C4(C)CC(=O)C32)C1 (configuration not stated)	·	·	i	·	-9%
COc1ccc(OC)c2sc(N(CCCN(C)C)C(=O)c3ccc(S(=O)(=O)N4CCc5ccccc5C4)cc3)nc12	11%	-6%	·	8%	·
Clc1ccc(NC2(c3nnnn3C3CCCCC3)CCCCC2)cc1	10%	9%	i	2%	-3%
CC(C)(C)OC(=O)C[C@H]1C/C=C\C[C@@H](CC(=O)N(CCO)Cc2ccccc2)C(=O)N[C@H](Cc2c[nH]c3ccccc23)COC1=O	3%	69%	0.8%	·	0%

A portion from the list above, for reference:
SMILES	M. tuberculosis HTS	tuberculosis growth	inhibitors of VEEV	Salmonella PhoP GFP	influenza NS1A	others
CC1(C)C(=O)OC(c2c3ccccc3cc3ccccc23)C(C)(C)C1=O (configuration not stated)	3%	31%	3.0%	7%	-15%
Cc1cccc(CN2C[C@]34C=C[C@@H](C[C@@H]3S2(=O)=O)O4)c1	7%	-5%	2.0%	-5%	-22%
COc1ccc(/C=N/N=C2/NC(=O)CC(C(=O)O)S2)cc1 (configuration not stated)	4%	-13%	2.0%	2%	-8%
OCCCc1cn(-c2ccccc2)c2ccccc12	-1%	-14%	1.3%	7%	-1%
CC(=O)Nc1ccc(OCC(O)CN2CCN(c3ccccc3Cl)CC2)cc1 (configuration not stated)	5%	13%	1.5%	-3%	0%
CCN1C(=O)CC(C(=O)NCCc2ccc(S(N)(=O)=O)cc2)SC1=Nc1ccc(OC)cc1 (configuration not stated)	-6%	-6%	5.1%	-6%	-1%
COc1cc(C(=O)O)cc(Br)c1OC1CCCC1	5%	31%	i	4%	-10%
CCOP(=O)(OCC)c1nc(-c2ccc(Cl)cc2Cl)oc1N1CCOCC1	-3%	0%	1.6%	-1%	-10%
CC(C)OCCCNC(=S)NNC(=O)C(c1ccccc1)c1ccccc1	1%	-20%	1.8%	10%	-3%
Nn1c(SCC(=O)NC2CCCCC2)nnc1-c1ccccc1F	0%	·	0.9%	·	-8%
O=C1c2nc3cc(-c4ccco4)[nH]n3c(=O)c2CN1C1CCCCC1	-6%	12%	8.5%	-3%	·
CC(=O)OC1CCC2(C)C(CCC3C4CC(N5CC5)C(C(C)=O)C4(C)CC(=O)C32)C1 (configuration not stated)	·	·	i	·	-9%
COc1ccc(OC)c2sc(N(CCCN(C)C)C(=O)c3ccc(S(=O)(=O)N4CCc5ccccc5C4)cc3)nc12	11%	-6%	·	8%	·
Clc1ccc(NC2(c3nnnn3C3CCCCC3)CCCCC2)cc1	10%	9%	i	2%	-3%
CC(C)(C)OC(=O)C[C@H]1C/C=C\C[C@@H](CC(=O)N(CCO)Cc2ccccc2)C(=O)N[C@H](Cc2c[nH]c3ccccc23)COC1=O	3%	69%	0.8%	·	0%

(next part)
SMILES	M. tuberculosis HTS	tuberculosis growth	inhibitors of VEEV	Salmonella PhoP GFP	influenza NS1A	others
Fc1ccc(CSc2ncnc3c2oc2ccccc23)cc1	0%	57%	0.9%	-8%	9%
CCCCNC(=O)N(C)c1nncnc1C(=O)NC	1%	-5%	1.3%	1%	3%
CCOc1cc(/C=C2/C(=O)ON=C2C)ccc1OCc1ccccc1F	53%	-7%	23%	5%	6%
CCCCCC(=O)NNC(=O)c1c(O)c2ccccc2n(CC)c1=O	20%	8%	0.3%	2%	-6%
O=C(NCCc1ccccc1)c1ccco1	-11%	-5%	0.1%	8%	-1%
CCc1ccc2[nH]c(=O)c(CN(Cc3ccco3)C(=S)NCC3CCCO3)cc2c1 (configuration not stated)	17%	64%	11%	7%	11%
CCc1ccc(CNCc2cccnc2)cc1	1%	18%	i	-1%	-7%
CC(CCC(=O)O)C1CC[C@H]2C3CCC4CC(=O)CCC4(C)[C@H]3CC(=O)C12C (some centres not stated)	3%	-12%	0.2%	-15%	2%
COc1ccc(CNC(=O)CN(C(=O)c2csnn2)c2cccc(C(C)=O)c2)cc1	-5%	-1%	2.4%	3%	12%
CCOc1ccccc1N(C(=O)Cn1nnnc1-c1ccc(C)o1)C(CC)C(=O)NC(C)(C)C (configuration not stated)	-6%	19%	6.3%	15%	-5%
Cc1c(C(=O)OCCOc2ccc(Br)cc2)sc(=S)n1C	-7%	-26%	0.1%	-1%	-10%	inhibitors of VEEV 10K pilot screen=0.3
C=CCNC(=O)Nc1ccc(Cl)cn1	11%	25%	0.4%	-10%	10%
Cc1ccc2cc(C)c(N3CCN(c4ccc(F)cc4)CC3)nc2c1	1%	-3%	i	-4%	0%
COc1cccc(NC(=O)OCCN2CCN(Cc3ccccc3)CCC2=O)c1	0%	2%	0.2%	-8%	-1%
NC(N)=NC1=NC(=O)/C(=C/c2ccccc2-n2cccn2)S1	-4%	9%	2.9%	-3%	-4%
Cc1[nH]c2ccccc2c1C(=O)CN1CCCC(C)C1 (configuration not stated)	4%	7%	0.3%	7%	-3%
CN(C)CCOc1ccc2c(c1)Sc1ccccc1CC2=O	-2%	-1%	i	0%	20%
Cc1ccccc1OCCN1C(=O)c2ccccc2C1=O	-5%	22%	0.1%	-6%	-3%
CC(C)CC(=O)N=C1SC2CS(=O)(=O)CC2N1Cc1ccccc1 (configuration not stated)	4%	0%	i	-2%	-1%
O=c1o[nH]c(-c2ccccc2)c1-c1ccccc1	0%	2%	3.0%	2%	·
CCOc1ccc(NC(=O)NC2CCCc3ccccc32)cc1 (configuration not stated)	-11%	0%	0.7%	-5%	-2%
N#CCC(=O)Nc1ccc(C(=O)OCC(=O)c2ccc3c(c2)OCO3)cc1	10%	15%	1.8%	-11%	6%
COc1ccc(S(=O)(=O)N2CCN(C3CC4CCC3C4)CC2)cc1 (configuration not stated)	9%	18%	2.0%	5%	5%
CC1(C)CC(=O)C(N=Nc2cc3c(cc2[N+](=O)[O-])OCCO3)=C(O)C1	-5%	9%	0.4%	1%	9%
Nc1ccc2oc(-c3cc(Br)ccc3Cl)nc2c1	-5%	44%	i	-11%	1%
CCC1CCC(C(=O)NC(C(=O)Nc2ccc3c(c2)OCCO3)C(C)C)CC1 (configuration not stated)	-5%	0%	i	-6%	-5%

Screening data: PubChem BioAssay, Southern Research Specialized Biocontainment Screening Center
